Keap1-Nrf2 PPI – Keap1-Nrf2 protein-protein interaction inhibitors, primary screen, biochemical, fluorescence polarization, single point | inhibition, % at 9.4 µM | Keap1 Kelch-Nrf2 peptide fluorescence polarization, 1536-well | Kelch-like ECH-associated protein 1 (Homo sapiens), Q14145 | 0.15% of 340,000 active; in the data active means inhibition above about 12%;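 further: human Keap1 Kelch domain with fluorescein labeled Nrf2 9mer peptide probe; 0% = neutral control wells and 100% = peptide positive control; higher means more block of Keap1 binding to Nrf2 peptide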
CAL PDZ FP-1 – untagged CAL PDZ binding inhibitors, primary screen, biochemical, fluorescence polarization, HTS | Golgi-associated PDZ and coiled-coil motif-containing protein (Homo sapiens), Q9HD26 | purified CAL PDZ, TMR-peptide fluorescence polarization, 1 h | inhibition, % at 24.9 µM | AID 602252, 2012 | 0.92% of 300,000 active;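 active means mean inhibition of at least 30% with at least half of replicates also reaching 30%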;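 further: 0% = DMSO neutral control and 100% = excess unlabeled competitor peptide PRC23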
DAGLB inh – DAGLB lipase inhibitors, primary screen, biochemical, fluorescence, HTS | Diacylglycerol lipase-beta (Homo sapiens), Q8NCG7 | inhibition, % at 5.17 µM | 0.059% of 340,000 active | HEK293T DAGLB membrane lysate, EnzChek fluorogenic substrate | AID 504411, 2011; in the data active means inhibition above about 34%;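 further: 0% = enzyme with vehicle and 100% = wells lacking enzyme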
Target sequence (Q8NCG7 whole entry, looked up): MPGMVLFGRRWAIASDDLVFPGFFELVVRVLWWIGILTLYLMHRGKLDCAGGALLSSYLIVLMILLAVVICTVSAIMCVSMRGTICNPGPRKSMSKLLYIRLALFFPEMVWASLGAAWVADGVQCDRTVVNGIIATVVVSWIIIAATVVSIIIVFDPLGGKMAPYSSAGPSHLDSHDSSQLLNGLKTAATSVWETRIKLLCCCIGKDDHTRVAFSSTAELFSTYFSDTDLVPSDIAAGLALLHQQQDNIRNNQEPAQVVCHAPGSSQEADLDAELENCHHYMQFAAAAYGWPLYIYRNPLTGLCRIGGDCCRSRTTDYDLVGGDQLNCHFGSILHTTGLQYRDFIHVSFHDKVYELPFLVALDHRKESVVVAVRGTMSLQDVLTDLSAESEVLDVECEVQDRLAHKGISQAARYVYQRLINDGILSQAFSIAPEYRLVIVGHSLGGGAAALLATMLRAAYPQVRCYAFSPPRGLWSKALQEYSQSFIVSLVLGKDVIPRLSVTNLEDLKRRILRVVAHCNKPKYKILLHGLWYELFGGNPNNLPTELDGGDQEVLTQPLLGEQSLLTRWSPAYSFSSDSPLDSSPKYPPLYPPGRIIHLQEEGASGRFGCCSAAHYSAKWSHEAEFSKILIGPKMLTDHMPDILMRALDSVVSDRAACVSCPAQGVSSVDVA
RTF Ca sens inh – cardiac RTF calcium sensitivity inhibitors, primary screen, biochemical, IANBD-TnC fluorescence, EC70 calcium; IANBD-labeled cardiac RTF, Ca2+ fluorescence; inhibition, % at 7.15 µM; 0.12% of 340,000 active; AID 493244, 2011;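 active means inhibition above the mean inhibition of all tested compounds plus 3 SD, cut at about 17% in these data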;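 further: assay run at fixed EC70 calcium of 1.6 mM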
SR-BI uptake up – activators of SR-BI mediated DiI-HDL uptake, primary screen, ldlA[mSR-BI] CHO cells, DiI fluorescence. 3 h; 100 = double the neutral-control signal. activation, % at 12.5 µM. 0.096% of 320,000 active. AID 504775, 2011;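 active means mean replicate activation of at least 60% and every replicate at or above 60%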;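 further: 0% = median plate neutral-control signal and 100% = twice that signal; values of inactives mirror those of a sister screen read the other way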
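Test system: SR-BI-overexpressing, LDLR-lacking CHO cells; Also added: labelled HDL, 10 µg/mL; Measured by: bottom-read cell fluorescence after medium removal, ex 550/em 595 nm; Timing: 3 h uptake period with compound, 37 °C; Buffer or medium: F12, 0.5% BSA, 25 mM HEPES; Doses: single compound concentration, delivered by pin transfer.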
PKA-R2B activ – activators of PKA-R2B holoenzyme, primary screen, biochemical, fluorescence polarization, Cy5-IP20, human; cAMP-dependent protein kinase catalytic subunit beta (Homo sapiens) + cAMP-dependent …; PKA-R2B holoenzyme dissociation; R2B truncated from residue 108, S112A mutant; 0% DMSO only, 100% 113 µM cGMP; activation, % at 11.4 µM; 0.079% of 340,000 active;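 active means activation above a cutoff set at the mean over all compounds plus 3 SD, cut at about 18% in these data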;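 further: higher means more holoenzyme dissociation and a rise in polarization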
Rtt109 Vps75 – inhibitors of C. albicans Rtt109/Vps75 HAT, primary screen, biochemical, ThioGlo CoA-SH fluorescence, plate reader; AID 540336, 2011; purified Rtt109/Vps75, 4 h; 0.16% of 330,000 active; Histone acetyltransferase RTT109 (Candida albicans (strain SC5314 / ATCC MYA-2876)), …; inhibition, % at 34.9 µM;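 active means inhibition of at least 50% in every replicate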
Target sequence (Q5AAJ8 whole entry, looked up): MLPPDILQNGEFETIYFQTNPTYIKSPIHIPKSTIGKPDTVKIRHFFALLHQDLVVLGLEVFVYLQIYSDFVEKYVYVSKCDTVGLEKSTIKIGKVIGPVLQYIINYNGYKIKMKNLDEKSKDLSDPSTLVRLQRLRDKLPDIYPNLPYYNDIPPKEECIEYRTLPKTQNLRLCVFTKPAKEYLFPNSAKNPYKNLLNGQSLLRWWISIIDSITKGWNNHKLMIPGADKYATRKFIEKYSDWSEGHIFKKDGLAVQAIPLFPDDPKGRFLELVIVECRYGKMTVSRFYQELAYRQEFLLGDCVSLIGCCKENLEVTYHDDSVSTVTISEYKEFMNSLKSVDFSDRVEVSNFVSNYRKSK
cardiac RTF act – cardiac RTF calcium sensitivity activators, primary screen, biochemical, IANBD-TnC fluorescence, EC20 calcium; Troponin I, cardiac muscle (Homo sapiens) + Troponin T, cardiac muscle (Homo sapiens) + …; IANBD-labeled TnC RTF fluorescence at EC20 calcium; 0% EC20 calcium, 100% full calcium; activation, % at 7.2 µM; 0.24% of 340,000 active; AID 493008, 2010;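 active means activation above the mean over all tested compounds plus 3 SD, cut at about 30% in these data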;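 further: rise in fluorescence read as greater calcium sensitivity of cardiac thin filaments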
C-LANA FP – inhibitors of KSHV C-LANA binding to DNA, primary screen, biochemical, fluorescence polarization, FAM-LBS DNA, MBP-C-LANA, single point. inhibition, % at 9 µM. Kaposi's sarcoma herpesvirus LANA C-terminal domain (residues 932-1162) DNA binding. 0.078% of 340,000 active;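 active means highest replicate inhibition at or above 60% at 9 µM, even if other replicates fall short; inactive means all replicates below 60% inhibition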;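 further: 0% = neutral control wells and 100% = 4 µM acridine orange control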
CAL PDZ FP-2 – CAL PDZ peptide-binding inhibitors, primary screen, biochemical, fluorescence polarization, Cer-tagged CAL PDZ, HTS. 0.02% of 330,000 active. inhibition, % at 20 µM. purified CAL PDZ, TMR-peptide fluorescence polarization, 1 h. AID 504414, 2011. Golgi-associated PDZ and coiled-coil motif-containing protein (Homo sapiens), Q9HD26;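 active means highest replicate inhibition of at least 40%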;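 further: plate controls were DMSO neutral control wells for no effect and unlabeled competitor peptide control wells for full effect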
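Material: tagged CAL PDZ domain; buffer or medium: 25 mM sodium phosphate pH 7.4, 150 mM NaCl, TCEP, IgG, Thesit; compound dosing: single point, 20 µM; schedule: 1 h incubation at room temperature before polarization reading; measured by: FP readout, S and P plane fluorescence; read-out basis: percent inhibition from loss of millipolarization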
An asterisk follows results filed as active; / = not tested or not shown.

Keap1-Nrf2 PPI | molecule | CAL PDZ FP-1 | DAGLB inh | RTF Ca sens inh | SR-BI uptake up | PKA-R2B activ | Rtt109 Vps75 | cardiac RTF act | C-LANA FP | CAL PDZ FP-2
-5 | CC1(C)OC(=O)C(=NNc2ccc(Cl)cc2)C(=O)O1 | 0 | -2 | -7 | 18 | 5 | 7 | 0 | -1.4 | -0.6
-3 | Cc1ccc(S(=O)(=O)NC(CC(C)C)C(=O)Oc2ccc3c4c(c(=O)oc3c2)CCC4)cc1 (stereo not given) | -3 | -8 | 5 | 33 | -15 | 4 | -3 | -0.2 | -0.7
-3 | Cc1cc(N2CCCCCC2)nc2ccccc12 | / | -1 | -1 | 7 | -8 | 13 | 8 | -1.0 | 0.8
2 | CC(=O)c1c(C)[nH]c(C(=O)Nc2cccc(S(=O)(=O)N3CCCC3)c2)c1C | / | -2 | -10 | -74 | 2 | 16 | -7 | 0.0 | -5.4
-1 | Cc1ccc(C(=O)NNC(=O)c2ccco2)cc1 | -1 | -2 | -27 | 29 | -3 | -1 | 7 | 1.1 | 0.2
-11 | CCN(CC)S(=O)(=O)c1ccc(C(=O)NNC2=NS(=O)(=O)c3ccccc32)cc1 | -6 | 0 | -7 | -65 | -2 | 2 | -1 | -26 | -2.1
1 | CCOC(=O)Oc1ccc2c(c1)C(C)=CC(C)(C)N2C(=O)OCC | -2 | -8 | -2 | -34 | -9 | 4 | 6 | -1.4 | 0.0
0 | Cc1ccc(N(C(C)C(=O)Nc2cc(Cl)ccc2Oc2ccccc2)S(C)(=O)=O)cc1 (stereo not given) | -6 | -9 | -13 | -31 | -7 | -1 | -2 | 0.5 | 0.0
1 | O=C(Nc1ccc(S(=O)(=O)N2CCCC2)cc1)c1ccc(Cl)nc1 | -2 | -1 | -2 | -13 | -4 | -1 | -4 | 0.8 | -4.1
-3 | COc1ccc(C(c2nnnn2Cc2ccccc2)N2CCN(C(=O)c3ccco3)CC2)cc1OC (stereo not given) | / | 0 | -4 | 18 | 1 | -15 | -7 | 0.3 | -0.3
1 | CCOCCc1nnc(N)s1 | -2 | 2 | 1 | 29 | -3 | -1 | 3 | -0.6 | -2.9
3 | CCOC(=O)c1c(NC(=O)c2ccccc2)sc2c(O)c(CN(CC)CC)ccc12 | 1 | 1 | 5 | 1 | -11 | / | -8 | -0.2 | -0.2
-5 | O=C(Cc1ccc(F)cc1)Nc1ccc(Cl)cn1 | 0 | -2 | -1 | 1 | -6 | -1 | -2 | 0.0 | 0.3
-2 | Cc1nn(Cc2ccc(C(=O)NC3CCCCC3)o2)c(C)c1Br | -1 | 1 | -5 | -5 | -19 | 8 | -1 | 2.2 | -2.6
-1 | O=S(=O)(NCC(c1cccnc1)N1CCOCC1)c1ccccc1 (stereo not given) | 1 | 0 | -6 | 17 | -13 | -6 | -1 | 0.6 | -1.5
3 | COc1ccccc1Nc1nc(NCCO)nc(N2CCCC2)n1 | 0 | 0 | -14 | 6 | 12 | -1 | 0 | -2.6 | -1.4
0 | O=C1CN(C(=O)c2ccc(Br)o2)C(c2ccccc2)c2cc(F)ccc2N1 (stereo not given) | / | 1 | 2 | 5 | -2 | 5 | 3 | 0.8 | -1.4
-6 | COCCNC(=S)NNC(=O)c1cc(-c2cccnc2)nc2ccccc12 | 0 | 2 | 0 | 6 | -9 | -2 | -5 | -0.5 | -1.8
-3 | COc1cc(C[C@H](C)[C@H](C)Cc2ccc3c(c2)OCO3)ccc1O | -2 | -4 | -3 | -22 | -10 | -3 | -5 | 0.3 | -0.1
-2 | Cc1ccc(N2CCN(C(=O)CN3C(=O)c4ccccc4C3=O)CC2)cc1 | 0 | 0 | -6 | 4 | -9 | 0 | 5 | 0.9 | -1.7
-2 | CCNS(=O)(=O)c1ccc2nc(NC(=O)/C=C/c3cc(OC)c(OC)c(OC)c3)sc2c1 | -6 | 1 | -16 | -13 | -14 | -7 | 3 | -0.4 | -1.6
-2 | COCCCn1c(=N)c(C(N)=S)cc2c(=O)n3cccc(C)c3nc21 | -3 | 2 | -21 | -18 | -6 | -8 | 3 | -2.9 | -2.0
-1 | CSCCC(NS(=O)(=O)c1ccc2c(c1)oc(=O)n2C)C(=O)NC1CCC(C)CC1 (stereo not given) | / | 2 | -3 | 20 | 7 | -5 | -4 | -0.9 | -0.5
0 | Cn1nc(C(=O)N2CCN(c3ccccc3F)CC2)c2c1-c1ccccc1S(=O)(=O)C2 | 0 | -4 | 10 | -35 | -7 | 4 | -2 | -0.8 | -1.8

An excerpt from above with just PKA-R2B activ and Rtt109 Vps75.
molecule	PKA-R2B activ	Rtt109 Vps75
Cc1nn(Cc2ccc(C(=O)NC3CCCCC3)o2)c(C)c1Br	-19	8
O=S(=O)(NCC(c1cccnc1)N1CCOCC1)c1ccccc1 (stereo not given)	-13	-6
COc1ccccc1Nc1nc(NCCO)nc(N2CCCC2)n1	12	-1

(more compounds)
Keap1-Nrf2 PPI | molecule | CAL PDZ FP-1 | DAGLB inh | RTF Ca sens inh | SR-BI uptake up | PKA-R2B activ | Rtt109 Vps75 | cardiac RTF act | C-LANA FP | CAL PDZ FP-2
-3 | CCN1CCN(C(c2cccs2)C(C)NC(=O)NC2CCCCC2)CC1 (stereo not given) | -2 | 5 | -4 | 13 | -4 | -12 | -4 | 2.1 | -0.3
-3 | CCOC(=O)C1=NN(c2ccccc2)C2C(=O)N(c3ccccc3OC)C(=O)C12 (stereo not given) | -4 | 4 | 9 | 2 | -9 | 1 | 3 | -1.5 | -0.6
-1 | Cc1ccc[n+](CC(=O)Nc2ccc([N+](=O)[O-])cc2)c1 | -5 | -1 | -5 | 3 | -4 | 4 | -4 | -0.4 | -0.5
0 | NS(=O)(=O)c1cc(C(=O)NCCOc2ccccc2)c(Cl)cc1Cl | 2 | 1 | -8 | 4 | -2 | -1 | 13 | -0.5 | 0.0
-3 | Cc1cc(=O)[nH]c(SCC(=O)N2c3ccccc3CC2C)n1 (stereo not given) | 0 | 1 | -3 | 15 | 0 | 4 | 12 | 2.1 | -0.4
-3 | Cc1cccc(C)c1NC(=O)CS(=O)CC(=O)N1CCN(c2ccccc2)CC1 (stereo not given) | -2 | -3 | 6 | 14 | 4 | 8 | -2 | 0.6 | -0.4
-5 | COc1ccc(OC)c(-c2csc(NC(=O)CSc3nnnn3C)n2)c1 | / | 1 | 9 | -3 | 5 | -6 | -15 | -0.5 | -0.4
4 | CC(C)c1ccc(-c2nnn(Cc3nc4ccccc4s3)n2)cc1 | / | -21 | -2 | 12 | -3 | -6 | 1 | -3.4 | 0.1
-4 | CCOc1ccc(NC(=O)/C(C#N)=C\c2ccc(N3CCCC3)c(C)c2)cc1 | -2 | -13 | -52 | -101 | 1 | 2 | 72* | 1.8 | -0.7
-5 | CCOC(=O)C1(CCCc2ccccc2)CCN(C(=O)c2cc(C)nn2CC)CC1 | -1 | -6 | 5 | -4 | -11 | -1 | -4 | 0.3 | -2.7
0 | CNC(=O)C(=O)NCC1OCCN1S(=O)(=O)c1ccc2c(c1)OCCO2 (stereo not given) | -3 | 0 | -9 | 2 | -6 | 1 | 1 | 1.5 | -0.7
-12 | CCN1CCS/C1=C\C=C\C1=[N+](CC)CCS1 | 2 | 2 | -13 | 15 | 0 | 11 | 9 | -4.6 | -1.3
-1 | CC1=NN(Cc2ccccc2)C(=O)C1C(c1ccncc1)C(C#N)C#N (stereo not given) | 5 | 4 | -8 | / | 11 | 12 | 2 | 0.1 | 0.7
-2 | COc1ccc(CCNC(=O)c2cc(-c3cc(Cl)cc(Cl)c3)oc2C)cc1 | / | -1 | -7 | 6 | -8 | -3 | 4 | -0.1 | -2.9
-3 | Cc1ccc(-c2cc(NC(=O)c3ccccc3)on2)cc1 | -3 | -7 | -5 | 3 | -8 | 1 | 2 | 0.9 | 1.7
0 | COc1ccc(CNc2oc(COc3ccc(Cl)cc3)nc2C#N)cc1 | / | -2 | 6 | 1 | -4 | 1 | -3 | -0.3 | -2.8
4 | Cc1cccc(OCC(O)CNC(=O)c2ccccc2C(=O)O)c1 (stereo not given) | -4 | -1 | 3 | 40 | -3 | 1 | 3 | 2.5 | -2.1

A few values from the list:
Reading for CC1=NN(Cc2ccccc2)C(=O)C1C(c1ccncc1)C(C#N)C#N (stereo not given) under CAL PDZ FP-2: 0.7
Reading for COc1ccc(CCNC(=O)c2cc(-c3cc(Cl)cc(Cl)c3)oc2C)cc1 under Rtt109 Vps75: -3
Reading for Cc1ccc(-c2cc(NC(=O)c3ccccc3)on2)cc1 under Rtt109 Vps75: 1
Reading for COc1ccc(CNc2oc(COc3ccc(Cl)cc3)nc2C#N)cc1 under cardiac RTF act: -3

Gathered by group, the entries above containing a cyano group (3)
Keap1-Nrf2 PPI | molecule | CAL PDZ FP-1 | DAGLB inh | RTF Ca sens inh | SR-BI uptake up | PKA-R2B activ | Rtt109 Vps75 | cardiac RTF act | C-LANA FP | CAL PDZ FP-2
-4 | CCOc1ccc(NC(=O)/C(C#N)=C\c2ccc(N3CCCC3)c(C)c2)cc1 | -2 | -13 | -52 | -101 | 1 | 2 | 72* | 1.8 | -0.7
-1 | CC1=NN(Cc2ccccc2)C(=O)C1C(c1ccncc1)C(C#N)C#N (stereo not given) | 5 | 4 | -8 | / | 11 | 12 | 2 | 0.1 | 0.7
0 | COc1ccc(CNc2oc(COc3ccc(Cl)cc3)nc2C#N)cc1 | / | -2 | 6 | 1 | -4 | 1 | -3 | -0.3 | -2.8
